Bioassay records deposited in PubChem BioAssay by National Center for Advancing Translational Sciences (NCATS).
USP2a inh = blocks human ubiquitin-specific protease USP2a; O75604; USP2a enzymatic assay, qHTS inhibition; Potency, µM (highest dose often 38.3 µM), for the others: at the top dose activity change, negative = inhibition, actives largely listed as inhibitors; hit rate 0.1% among 60,000;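 also: potency is read from the fitted curve at half-maximal effect; nearly all actives have a fitted effect of over 60% in size; plate controls were DMSO for no effect and NEM full inhibition control for full effect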
Target sequence (O75604 whole entry, looked up): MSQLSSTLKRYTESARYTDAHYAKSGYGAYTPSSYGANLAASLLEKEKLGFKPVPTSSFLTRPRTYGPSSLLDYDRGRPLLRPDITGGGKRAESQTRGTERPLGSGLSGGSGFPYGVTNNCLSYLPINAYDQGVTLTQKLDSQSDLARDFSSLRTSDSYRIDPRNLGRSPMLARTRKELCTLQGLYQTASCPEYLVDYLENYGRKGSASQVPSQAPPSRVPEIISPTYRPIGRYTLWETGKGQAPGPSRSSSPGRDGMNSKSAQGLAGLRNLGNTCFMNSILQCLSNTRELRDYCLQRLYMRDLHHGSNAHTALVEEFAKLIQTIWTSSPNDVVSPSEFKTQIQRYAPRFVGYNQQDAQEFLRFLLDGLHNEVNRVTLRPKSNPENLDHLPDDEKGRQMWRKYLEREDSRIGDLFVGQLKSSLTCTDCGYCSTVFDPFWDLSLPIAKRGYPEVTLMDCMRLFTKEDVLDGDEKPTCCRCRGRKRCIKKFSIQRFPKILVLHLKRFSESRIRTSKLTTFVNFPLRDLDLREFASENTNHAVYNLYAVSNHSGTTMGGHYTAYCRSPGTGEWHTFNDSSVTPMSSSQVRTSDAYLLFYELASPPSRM
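USP2 core (20nM final) preincubated 30 min RT with compound, then Ub-PLA2 20nM and NBD C6-HPC 20uM final added; buffer 20mM Tris-HCl pH 8.0, 2mM CaCl2. Fluorescence Ex 460/Em 535 read at 0 and 2.5 h; normalized to NEM.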
BRCT inh red = BRCT-phosphoprotein interaction inhibition (red fluorophore) | P38398 | BRCT-phosphopeptide binding, red fluorescence polarization | Potency, µM (series often up to 76.9 µM), for inactives: at the highest dose activity change, negative = inhibition, hits mostly inhibitors | hit rate 0.03% among 75,000 | AID 892; also: % is scaled to controls: 0 for no effect and ±100 for the full control effect
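Fluorescence polarization: 100 nM His-tagged BRCA1 BRCT with 100 nM TAMRA-labelled phospho-BACH1 decapeptide, phosphate buffer pH 7.3 with 150 mM NaCl, DTT, 0.01% Tween 20; 12 min RT. Binding inhibition seen as FP decrease.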
A350 fluor = A350 region autofluorescence; Compound autofluorescence, 340/450 nm, Alexa 350 dye-equivalents; stronger effect = higher value; max dye-equivalent concentration, M; AID 590; hit rate 11% among 59,000; in the data active = max dye-equivalent concentration above about 10 nM; inconclusive = mostly about 1.1 nM to 9.6 nM
Casp7 inh = blocks human caspase-7 allosterically or competitively. P55210. recombinant caspase-7, Ac-DEVD-AFC fluorescence rate. Potency, µM (top dose mostly 57.5 µM), for inactives: at the top dose activity change, negative = inhibition, most hits filed as inhibitors. hit rate 0.02% among 75,000. AID 889; active = well fitted inhibition curve with a large enough effect in the main read-out, with a control signal flat, not every such curve was filed as active; inconclusive = small, poorly fitted or top-dose-only effect, or a change in a side signal; also: potency is read from the fitted curve at half-maximal effect; % of control where 0% means no effect
Casp1 inh = blocks human caspase-1 allosterically or competitively; P29466; Potency, µM (top dose mostly 57.5 µM), without a hit: top-dose activity change, negative = inhibition, usual class: inhibitors; Caspase-1 enzyme, Ac-WEHD-AFC fluorogenic rate; hit rate 0.03% among 75,000;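 also: potency is read from the fitted curve at half-maximal effect; plate controls were vehicle for no effect and no substrate for full effect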
Target sequence (P29466 120-297 limits assumed): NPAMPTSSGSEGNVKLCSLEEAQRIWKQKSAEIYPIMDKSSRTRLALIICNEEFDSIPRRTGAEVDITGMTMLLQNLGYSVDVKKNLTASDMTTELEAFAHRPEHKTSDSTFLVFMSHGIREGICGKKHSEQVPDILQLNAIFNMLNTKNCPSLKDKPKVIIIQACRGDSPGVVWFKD
Target sequence (P29466 317-404 limits assumed): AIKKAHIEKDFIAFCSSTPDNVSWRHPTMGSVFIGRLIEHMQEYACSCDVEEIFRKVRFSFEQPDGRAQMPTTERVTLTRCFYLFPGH
Fluorescein fluor = compound autofluorescence in fluorescein spectral region; max fluorescein-equivalent concentration, M; AID 593; hit rate 0.91% among 59,000; Compound autofluorescence, 480/540 nm, fluorescein-equivalent; stronger effect = higher value; in the data active = max fluorescein-equivalent concentration above about 10 nM; inconclusive = between about 1.1 nM and that limit
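Read-out is intrinsic compound fluorescence at 480/540 nm (excitation/emission), expressed as dye-equivalent concentration using a fluorescein standard series run on every plate. Compounds sat 15 min at room temperature in 100 mM Tris, pH 8.0.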
Texas Red fluor = compounds fluorescent in Texas Red spectral region; Compound fluorescence, Texas Red channel, 547/618 nm; stronger effect = higher value; max dye-equivalent concentration, M; hit rate 0.06% among 59,000; in the data active = max dye-equivalent concentration above about 10 nM; inconclusive = between about 1.1 nM and that limit
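Dye-equivalent concentrations come from scaling compound signal (ex 547, em 618 nm) to six Texas Red standard concentrations run on every plate, after 15 min room-temperature incubation in pH 8.0 Tris (100 mM).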
HEK293 cAMP cs = parental HEK293 cAMP activation (counter-screen). parental HEK293 CNG cAMP sensor, membrane potential fluorescence. Potency, µM (highest dose often 57.1 µM), without a hit: top-dose activation, hits mostly activators. hit rate 2.5% among 73,000. AID 938; also: potency is read from the fitted curve at half-maximal effect; % of control where 0% means no effect; nearly all actives have a fitted effect of over 55% in size
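Counterscreen for endogenous-receptor signalling: CNG-channel HEK 293 cells report cAMP rise by membrane depolarization. After 60 min dye equilibration with 100 uM RO 20-1724, compounds incubated 30 min before bottom-read fluorescence at 590 nm.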
4MU fluor = compounds fluorescent in 4-MU spectral region; compound autofluorescence, 340/450 nm, 4-MU equivalents; stronger effect = higher value; hit rate 11% among 59,000; max dye-equivalent concentration, M; in the data active = max dye-equivalent concentration above about 10 nM; inconclusive = mostly about 1.1 nM to 9.6 nM
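Compounds in 100 mM Tris, pH 8.0, sat 15 min at room temperature before fluorescence was read at 340 nm excitation/450 nm emission; a per-plate six-point 4-MU standard curve converted signals to dye-equivalent concentration at each compound concentration.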
Rhodamine fluor = compound autofluorescence in rhodamine spectral region; Rhodamine-region fluorescence, 547/598 nm, Tris buffer; stronger effect = higher value; max dye-equivalent concentration, M; hit rate 0.05% among 59,000; AID 594; in the data active = max dye-equivalent concentration above about 11 nM; inconclusive = between about 1.1 nM and that limit
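qHTS spectral profiling of compounds without any target or enzyme present, in pH 8.0 Tris buffer; plates were read after a 15-minute room-temperature incubation using the rhodamine-region filter set.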
BRCT inh green = blocks human BRCA1 BRCT binding to phosphopeptide, green readout; BRCA1 BRCT-phosphopeptide binding, green fluorescence polarization; hit rate 0.05% among 75,000; Potency, µM (titrated, usually from 76.9 µM), for inactives: at the highest dose activity change, negative = inhibition, most hits filed as inhibitors; P38398;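 also: potency is read from the fitted curve at half-maximal effect; plate controls were peptide without protein for full effect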
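Compounds were incubated for 12 min at room temperature with a complex of 100 nM fluorescein-tagged pBACH1 decapeptide and 250 nM His-tagged BRCT protein. Buffer was phosphate pH 7.3 with EDTA, DTT and Tween 20. Disruption of binding lowers the polarization signal.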
The depositor's hits bear a star; i = inactive; ? = inconclusive; . = not tested or not shown; [ ] = remark or other dose. Unless noted, calls follow the shape of the dose curve; as a rule, active = well fitted curve in the direction sought with a large enough effect; inconclusive = small, poorly fitted or top-dose-only effect, or another doubt; inactive = no such curve, though single readings can be large; an effect the other way counts as inactive or inconclusive.

SMILES	USP2a inh	BRCT inh red	A350 fluor	Casp7 inh	Casp1 inh	Fluorescein fluor	Texas Red fluor	HEK293 cAMP cs	4MU fluor	Rhodamine fluor	BRCT inh green
Cc1csc(=O)n1CCC(=O)O	-12.6%	1.5%	i	-1.1%	2.3%	?	?	11.6%	i	i	-0.1%
O=S(=O)(NC1CC1)c1ccc(S(=O)(=O)N2CCCc3ccccc32)cc1	10.3%	-0.6%	i	-1.2%	-0.2%	?	i	11.7%	i	i	1.7%
CCOC(=O)C1=C(C)NC(=O)C1CC(=O)Nc1ccccc1 (stereo unspecified)	.	.	i	.	.	i	i	.	i	i	.
CCCCN(C(=O)NC(=O)Nc1ccccc1C)S(C)(=O)=O	-2.0%	-0.7%	i	0.8%	1.7%	?	i	3.8%	i	i	-2.7%
COCCn1c(SCC(=O)N(C(C)C)C(C)C)nnc1-c1cc2ccccc2cc1O	20.7%	0.9%	1.03e-08M*	-4.6%	0.5%	?	?	7.2%	?	i	-3.4%
CCOC(=O)N1CCC(NC(=O)c2cc3c(-c4cccc(OC)c4)nn(C)c3s2)CC1	40.4%[activator]	-0.8%	i	-3.4%	-5.6%	i	i	-0.7%	i	i	0.8%
COc1ccc(S(=O)(=O)N(CC(=O)NC2CC2)c2ccc(C)cc2)cc1OC	-3.3%	0.2%	i	0.7%	1.6%	?	i	-0.2%	i	i	-1.0%
O=C(Nc1cccc(NS(=O)(=O)c2ccc(S(=O)(=O)NC3CC3)cc2)c1)c1ccccn1	.	-1.4%	i	0.6%	-1.9%	i	?	-5.5%	i	i	-1.3%
OB(O)c1csc2ccccc12	.	-0.4%	.	-0.5%	0.8%	.	.	?	.	.	-0.4%
CCN(CC)c1cc(C)c2cc(NC(=O)CNC(C)=O)ccc2n1	-4.5%	-3.8%	1.39e-06M*	-0.2%	-1.2%	?	i	4.7%	1.46e-06M*	i	-0.2%
CC1CSc2nnc(CCc3ccccc3)n21 (stereo unspecified)	.	-0.9%	.	-1.8%	2.0%	.	.	1.2%	.	.	-1.5%
COCC(=O)N(Cc1cc2ccc(C)cc2[nH]c1=O)c1ccc(OC)cc1	8.2%	0.6%	?	-2.6%	-1.4%	i	?	2.9%	i	i	2.9%
CSc1ccccc1NC(=O)C1CCCO1 (stereo unspecified)	.	0.2%	.	0.3%	-9.0%	.	.	-0.3%	.	.	-2.7%
O=C(COc1ccccc1)N1CCc2ccccc2C1	-2.7%	-0.6%	?	-11.0%	-11.3%	i	?	9.1%	i	i	-1.3%
CCN1C(=O)N(CN2CCOCC2)C2C1N(CN1CCOCC1)C(=O)N2CC (stereo unspecified)	0.5%	-1.3%	i	-0.5%	-1.9%	i	?	-0.4%	i	i	-0.8%
O=S(=O)(c1cccc(-c2cn3cccnc3n2)c1)N1CCCCCC1	34.1%[activator]	1.2%	4.36e-07M*	-2.4%	-5.5%	i	i	4.6%	6.77e-07M*	i	2.0%
CC(C)CN1C(=O)c2ccc(C(=O)Nc3nccs3)cc2C1=O	12.3%	-0.9%	.	-0.4%	0.6%	.	.	-2.6%	.	.	-0.6%
CCN(CC)CCn1c(O)c(N=O)c2ccccc21	.	.	i	.	.	?	i	.	i	i	.
O=C(OCN1C(=O)c2ccccc2C1=O)c1cccs1	-4.5%	0.0%	.	-1.7%	-0.2%	.	.	3.7%	.	.	-0.3%
COc1ccc(OC)c(NC(=O)C2CC(=O)n3ncnc3N2)c1 (stereo unspecified)	-6.7%	0.4%	i	-0.6%	-3.2%	?	i	18.9%	i	i	-1.4%
O=C1NC(c2ccncc2)Nc2ccccc21 (stereo unspecified)	-7.9%	-0.9%	1.33e-07M*	-1.1%	1.1%	i	i	-8.5%	1.13e-07M*	i	1.5%
COc1ccc(Cl)cc1S(=O)(=O)N1CCN(C(=O)c2cc(OC)c(OC)c(OC)c2)CC1	14.5%	-0.7%	1.79e-08M*	-0.3%	0.6%	i	i	13.6%	1.8e-08M*	i	0.2%
Cc1nnc2sc(-c3csc4c3CCCC4)nn12	13.3%	-0.7%	i	0.6%	1.6%	i	i	27.9%	i	i	2.2%
CC1(CC(=O)O)C(=O)N=C2C=CC=CN21 (stereo unspecified)	5.5%	0.7%	2.47e-07M*	2.4%	2.2%	?	i	-1.7%	2.11e-07M*	i	-1.4%
CCOC(=O)N1CCN(c2c(NCCN3CCN(Cc4ccccc4)CC3)c(=O)c2=O)CC1	.	0.4%	.	-1.2%	1.8%	.	.	5.1%	.	.	-1.1%
CCOC(=O)c1ccc2c(c1)nc(SCc1cn3ccsc3n1)n2CC	11.1%	-1.1%	i	6.4%	1.5%	?	i	18.2%	i	i	1.8%
CS(=O)(=O)N(CC(=O)N1CCN(Cc2ccc3c(c2)OCO3)CC1)c1ccc2c(c1)OCO2	8.8%	-1.1%	i	-0.1%	-0.3%	i	i	4.0%	i	i	1.7%
CCOc1ccc2[nH]c(=O)c(CN(CCO)C(=O)c3ccc(Br)cc3)cc2c1	?	-0.3%	8.01e-08M*	-2.3%	-1.2%	i	i	14.2%	9.66e-08M*	i	-3.2%
N#Cc1nc(-c2ccccc2)oc1N1CCCCC1	-8.6%	0.2%	1.47e-07M*	-0.5%	-1.4%	i	?	?	1.33e-07M*	i	-2.1%
O=C(c1ccc2c(c1)C(=O)N(c1ccc(Cl)cc1)C2=O)N1CCN(c2ccccn2)CC1	-8.1%	-2.4%	i	-0.8%	-0.3%	?	i	13.4%	i	i	-6.0%
Cc1ccnc(SCC(=O)O)n1	-5.7%	-1.3%	i	0.3%	-3.6%	i	i	-10.0%	i	i	-1.7%
CN(C)c1ccnc2sc(C(=O)NCc3ccccc3)c(N)c12	8.6%	0.3%	.	-9.9%	-7.9%	.	.	-33.1%[inhibitor]	.	.	-1.5%
Cn1cnc2cc(NC(=O)c3ccco3)ccc21	-1.6%	-0.2%	i	-0.8%	1.2%	?	i	-0.1%	i	i	-1.3%
COc1ccc(CNC(=O)c2ccc(NS(=O)(=O)c3c(C)noc3C)cc2)cc1	3.0%	1.0%	i	1.8%	-1.9%	i	i	7.2%	i	i	-0.6%
O=C(O)c1cc2n(n1)C(C(F)(F)F)CC(c1ccco1)N2 (stereo unspecified)	-4.3%	-2.7%	?	-2.5%	-6.6%	?	i	?	i	i	-5.2%
c1ccc(Cn2nnc3c(N4CCCC4)ncnc32)cc1	-1.8%	0.1%	i	-0.5%	-2.7%	i	i	?	i	i	1.2%
CCCCC[C@H](O)/C=C/[C@H]1C=CC(=O)[C@@H]1C/C=C\CCCC(=O)O	.	.	?	.	.	i	i	.	?	i	.
Cc1ccc(C(=O)N2CCN(C(=O)c3ccc(C)c(C)c3)C(C)C2)cc1C (stereo unspecified)	7.0%	-0.6%	i	-3.7%	-0.3%	i	i	9.9%	i	i	1.2%
Nc1nc(C(=O)O)c(N=Nc2ccccc2)c(=O)[nH]1	.	0.2%[15.4 µM]	i	-0.6%[11.5 µM]	-1.0%[11.5 µM]	i	i	16.1%[11.4 µM]	i	i	0.9%[15.4 µM]
Cc1noc(C)c1-c1nc(NCc2ccccc2)c2ccccc2n1	43.7%[activator]	-2.6%	i	-8.2%	-4.1%	i	i	25.1µM*	i	i	-1.3%
CCOC(=O)c1nnn(CC(=O)Nc2ccccc2OC)c1C(=O)OCC	7.6%	-0.5%	i	0.3%	-2.6%	i	i	5.9%	i	i	-3.1%
COc1ccccc1OCC(O)CO (stereo unspecified)	-14.3%	-0.6%	.	-0.1%	1.2%	.	.	.	.	.	-2.0%[3.08 µM]
O=C(Nc1ccccc1)N1CCCC2(CCN(S(=O)(=O)c3ccccc3)CC2)C1	98.3%[activator]	1.0%	i	-0.7%	0.7%	i	i	6.6%	i	i	-3.0%
COc1ncc2nc(CCc3ccccc3)c(=O)n(CCc3ccccc3)c2n1	2.6%	-0.6%	i	-8.7%	-6.1%	?	i	?	i	i	-0.1%
Cc1sc2nc(CN3CCOCC3)nc(NS(=O)(=O)c3ccc4c(c3)OCCO4)c2c1C	2.5%	-0.8%	i	-2.7%	-1.7%	i	i	16.7%[2.29 µM]	i	i	-0.9%
O=S(=O)(Nc1nc2ccccc2s1)c1ccc(Br)s1	12.8%	-0.5%	i	-6.9%	-2.7%	i	i	15.5%	i	i	-1.1%
COc1ccc(OC)c(C(=O)COC(=O)c2ccc(C)o2)c1	-0.3%	-3.0%	i	0.0%	-0.1%	?	i	?	i	i	4.1%
COc1ccc(Cl)cc1NC(=O)CCN1CCN(c2ccccc2C)CC1	-6.3%	-0.5%	i	-1.6%	-2.7%	i	i	?	i	i	-2.0%
CCOc1ccc(-c2nc3n(c(=O)c2C#N)CCCS3)cc1	44.2%[activator]	1.2%	3.35e-08M*	-5.8%	-8.8%	?	i	2.8%	3.04e-08M*	i	1.7%
O=C1CC(c2ccco2)CC(O)=C1C=NCC1NCCc2ccccc21 (stereo unspecified)	26.7%	-0.9%	?	-23.2%	-12.9%	i	?	14.4%	i	i	-0.1%

An excerpt; the hit share may differ from the screen's.
